Compound activity deposited in PubChem by several laboratories.
Ecoli viability = E. coli V3065 growth inhibition, primary screen, counter-screen for AddAB inhibitor project, absorbance, OD600. 18 h. inhibition, % at 11.9 µM. 0.27% of 330,000 active;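 active = inhibition above the campaign's mean inhibition across all tested compounds plus 3 SD, cut at about 9.9% in these data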;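 note: uninfected addAB+ strain grown without phage in ampicillin broth; 0% = DMSO wells and 100% = ciprofloxacin 0.95 µg/ml wells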
PKA-R2B activ = activators of PKA-R2B holoenzyme, primary screen, biochemical, fluorescence polarization, Cy5-IP20, human. activation, % at 11.4 µM. AID 504700, 2011. cAMP-dependent protein kinase catalytic subunit beta (Homo sapiens) + cAMP-dependent …. 0.079% of 340,000 active. PKA-R2B holoenzyme dissociation; R2B truncated from residue 108, S112A mutant; 0% DMSO only, 100% 113 µM cGMP;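 active = activation above a cutoff set at the mean over all compounds plus 3 SD, cut at about 18% in these data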;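 note: higher means more holoenzyme dissociation and a rise in polarization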
HTR5A inv ag = HTR5A inverse agonists in luminescence cell assay, primary screen, counter-screen for OPRM1-OPRD1 heterodimer inverse agonist project, full-deck HTS; 5-hydroxytryptamine receptor 5A (Homo sapiens), P47898; HTR5A cell line, inverse agonism; inhibition, % at 9.3 µM; 0.083% of 340,000 active; AID 504634, 2011; in the data active = inhibition mostly above about 23%, no sharp cut-off; inactive = mostly below about 18%;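 note: 0% = cells with DMSO and 100% = no-cell wells with DMSO; some compounds called inactive have numbers as strong as hits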
Target sequence (P47898 whole entry, looked up): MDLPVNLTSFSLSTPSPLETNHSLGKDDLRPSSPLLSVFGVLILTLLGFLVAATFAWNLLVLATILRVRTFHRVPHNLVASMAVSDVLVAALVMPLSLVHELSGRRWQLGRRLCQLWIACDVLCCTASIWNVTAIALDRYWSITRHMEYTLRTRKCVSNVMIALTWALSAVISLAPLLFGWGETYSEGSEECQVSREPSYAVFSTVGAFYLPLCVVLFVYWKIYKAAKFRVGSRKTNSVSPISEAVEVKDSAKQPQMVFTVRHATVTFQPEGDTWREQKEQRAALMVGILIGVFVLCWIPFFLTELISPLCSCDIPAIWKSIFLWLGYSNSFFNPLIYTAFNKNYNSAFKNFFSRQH
DAGLB inh = DAGLB lipase inhibitors, primary screen, biochemical, fluorescence, HTS; Diacylglycerol lipase-beta (Homo sapiens), Q8NCG7; HEK293T DAGLB membrane lysate, EnzChek fluorogenic substrate; inhibition, % at 5.17 µM; 0.059% of 340,000 active; in the data active = inhibition above about 34%;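 note: 0% = enzyme with vehicle and 100% = wells lacking enzyme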
HTR5A ag ctr = HTR5A agonists in luminescence cell assay, primary screen, counter-screen for OPRM1-OPRD1 heterodimer agonist project, full-deck HTS | 5-hydroxytryptamine receptor 5A (Homo sapiens), P47898 | activation, % at 9.3 µM | 0.61% of 340,000 active | cell-based; in the data active = activation mostly above about 9.5%, no sharp cut-off; inactive = mostly below about 7.6%;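 note: 0% = cells with vehicle only and 100% = reference agonist; strong numbers were not always called active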
SUMO Mot1 rescue = yeast Mot1-301 growth rescue at high temperature, primary screen, SUMOylation pathway inhibitor project, S. cerevisiae, ATP luminescence, 38.5C; growth rescue, % at 18.8 µM; S. cerevisiae Mot1-301 growth rescue; percent above DMSO median, 100 means doubled; AID 2716, 2010; 1% of 320,000 active;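 active = every valid replicate shows activation above 250% relative to neutral control wells; inactive = the rest, any valid replicate at or below 250%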;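 note: OY570 slx delta 5 strain wells were the positive control but not used for scaling; some compounds called inactive have numbers as strong as hits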
PKA-R1A activ = activators of PKA-R1A holoenzyme, primary screen, biochemical, fluorescence polarization, Cy5-IP20, bovine R1A, mouse PKAc. cAMP-dependent protein kinase type I-alpha regulatory subunit (Bos taurus) + …. PKA-R1A dissociation; scaled: DMSO 0%, 113 µM cGMP 100%. activation, % at 11.4 µM. 0.083% of 340,000 active;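 active = percent activation above the mean of all tested compounds plus 3 SD, cut at about 19% in these data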;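 note: higher means more PKAc released from R1A so a rise in polarization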
phage Ecoli inh = growth loss of phage-infected E. coli, primary screen, RecBCD inhibitor project, absorbance, with phage, HTS; 0.26% of 360,000 active; inhibition, % at 11.9 µM; AID 651602, 2012; in the data active = inhibition above about 11%
AddAB inh = growth inhibition of E. coli expressing H. pylori AddAB, primary screen, AddAB inhibitor project, absorbance; inhibition, % at 11.9 µM; 0.29% of 330,000 active; AID 435030, 2010; in the data active = inhibition above about 12%;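 note: 0% = vehicle wells of infected cells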
Tat transport = E. coli Tat export inhibitors, primary screen, MC4100, TorA-mCherry reporter, fluorescence, single point; inhibition, % at 10 µM; 0.036% of 340,000 active;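 active = mean replicate inhibition at least 50% and at least half of replicates individually reaching 50%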;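 note: exported cargo escapes ClpAP degradation while cytoplasmic cargo is degraded and loses fluorescence; 0% = median of neutral control wells and 100% = median of NaSCN control wells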
CDK5 inh = inhibitors of human CDK5/p35 kinase, primary screen, biochemical, single concentration. 0.01% of 330,000 active. Recombinant CDK5/p35, ADP-Glo luminescence, 60 min. AID 488839, 2010. Cyclin-dependent kinase 5 (Homo sapiens) + Cyclin-dependent kinase 5 activator 1 (Homo …. inhibition, % at 10 µM;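 active = highest replicate inhibition of at least 50% and at least 75% of replicates reaching 50%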;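 note: plate controls were DMSO neutral control for no effect and GW8510 at 10 µM for full effect; many of its hits are not listed in these tables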
Target sequence (Q00535 whole entry, looked up): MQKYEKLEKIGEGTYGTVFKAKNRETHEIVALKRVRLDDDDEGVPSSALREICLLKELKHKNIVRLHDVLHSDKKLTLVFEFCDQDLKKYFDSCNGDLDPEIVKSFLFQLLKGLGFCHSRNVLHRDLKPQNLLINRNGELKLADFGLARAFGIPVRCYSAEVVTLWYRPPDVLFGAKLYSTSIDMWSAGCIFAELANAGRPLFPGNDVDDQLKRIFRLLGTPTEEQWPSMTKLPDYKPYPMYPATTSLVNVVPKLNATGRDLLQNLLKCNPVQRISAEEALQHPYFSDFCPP
Target sequence (Q15078 whole entry, looked up): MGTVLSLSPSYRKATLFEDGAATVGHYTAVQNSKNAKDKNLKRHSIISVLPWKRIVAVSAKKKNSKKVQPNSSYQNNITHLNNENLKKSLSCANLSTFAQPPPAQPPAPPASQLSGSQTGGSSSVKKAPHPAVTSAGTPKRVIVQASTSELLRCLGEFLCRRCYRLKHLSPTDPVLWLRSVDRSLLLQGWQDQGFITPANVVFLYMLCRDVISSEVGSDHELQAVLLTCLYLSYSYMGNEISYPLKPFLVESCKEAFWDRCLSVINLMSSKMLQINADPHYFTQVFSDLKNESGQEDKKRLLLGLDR
* marks the source's active call; other numbers are inactive results; x = not tested or not shown.

Value order – Ecoli viability	PKA-R2B activ	HTR5A inv ag	DAGLB inh	HTR5A ag ctr	SUMO Mot1 rescue	PKA-R1A activ	phage Ecoli inh	AddAB inh	Tat transport	CDK5 inh
Cc1ccc(CNC(=O)C2CC(=O)OC23CCCC3)c(C)c1 (stereo unspecified)
 : -3.2	2	-8	1	7	-24	5	0.3	0.2	-6	4.3
Cn1c(COc2nnc(-c3ccc(Cl)cc3)c3ccccc23)nc2ccccc21
 : 1.8	6	-5	0	3	0	1	-2.2	2.5	2	-4.5
CCN(CC)CCCNC(=S)N1CCN(c2nc3ccccc3n2CC)CC1
 : x	5	-30	-1	19*	-8	2	3.9	x	-12	0.6
Cc1cccc(C(=O)OC(C)C(=O)NC2CCCc3ccccc32)c1O (stereo unspecified)
 : -0.2	-8	-11	-3	4	79	-5	-1.0	5.5	-4	1.1
CC(C)NC(=O)CN1C(=O)c2ccccc2S1(=O)=O
 : 2.5	-4	-16	0	6	-17	-7	3.6	-1.1	0	-1.2
COc1cccc(N2CC(C(=O)OC(C)C(=O)c3ccccc3)CC2=O)c1 (stereo unspecified)
 : -0.2	3	4	-1	-2	162	-7	0.5	1.4	-3	-16
CCN1CCN(C(=O)c2cc(S(=O)(=O)N3CCCCC3)ccc2Cl)CC1
 : 0.3	2	-18	-1	-1	-5	3	1.0	0.9	-1	-2.2
COc1cc(OC)cc(-c2oc(=O)c3cc(OC)c(OC)cc3c2C(F)(F)F)c1
 : 0.1	-9	2	-1	-1	-18	6	2.2	2.6	-2	-1.2
CC(C)CNc1oc(-c2ccccc2Cl)nc1C#N
 : 2.5	-8	-36	-3	-1	852	-3	4.9	1.1	-2	1.8
COc1ccc(-n2nc3c(N4CCC(C(=O)NCCc5ccco5)CC4)nnc(C)c3c2C)cc1
 : -2.1	-4	16	5	2	7	6	2.2	-0.1	-1	-3.6
COc1cccc(/C=C/c2ccncc2)c1OC
 : 2.2	-7	-3	-2	3	19	-5	2.9	2.4	1	0.3
C1CCc2nnc(C3CC3)n2CC1
 : 1.6	-5	7	2	-3	231	-5	2.0	4.1	-1	1.8
CCOC(=O)C(=O)c1c(-c2ccccc2)nc2ccccn12
 : 3.2	-7	-15	-1	5	-1	-1	2.9	1.1	4	-0.5
COc1ccc(OC)c(S(=O)(=O)N2CCCCC2C(=O)N2CCN(c3ccccn3)CC2)c1 (stereo unspecified)
 : 2.1	8	11	0	1	13	-1	5.3	4.3	0	-0.8
CCC(=O)N/N=C(\C)CC(=O)Nc1cccc([N+](=O)[O-])c1
 : 0.8	0	12	-1	2	-20	-4	3.1	2.1	1	1.1
C/C(=N\NC(=O)COc1ccccc1)c1ccc(O)cc1
 : 0.5	-7	5	1	-2	178	-6	1.4	5.2	-1	-0.3
CCn1cc(CN2CCC(n3nccc3NC(=O)c3ccc(OC)cc3)CC2)cn1
 : -3.6	2	-7	-2	0	-11	7	3.7	1.0	-2	x
Cc1ccccc1N1CCN(Cc2c[nH]c3ccccc23)CC1
 : -0.4	-8	19	-1	-2	5	-9	2.9	2.3	-7	-1.6
CC(=O)Nc1ccc(S(=O)(=O)N[C@@H](C)C(=O)NC2CCCc3ccccc32)cc1 (stereo partly specified)
 : -1.0	2	-4	1	-3	-15	-12	4.0	0.2	-11	0.3
CN1CCN(c2ccc(NC(=O)c3ccc(C(F)(F)F)cc3)cn2)CC1
 : -1.1	-8	-15	1	2	-2	-6	-0.6	5.5	4	-0.5

Reprinted at random: 6 entries already listed.
Value order – Ecoli viability	PKA-R2B activ	HTR5A inv ag	DAGLB inh	HTR5A ag ctr	SUMO Mot1 rescue	PKA-R1A activ	phage Ecoli inh	AddAB inh	Tat transport	CDK5 inh
CCN1CCN(C(=O)c2cc(S(=O)(=O)N3CCCCC3)ccc2Cl)CC1
 : 0.3	2	-18	-1	-1	-5	3	1.0	0.9	-1	-2.2
CCn1cc(CN2CCC(n3nccc3NC(=O)c3ccc(OC)cc3)CC2)cn1
 : -3.6	2	-7	-2	0	-11	7	3.7	1.0	-2	x
COc1cccc(/C=C/c2ccncc2)c1OC
 : 2.2	-7	-3	-2	3	19	-5	2.9	2.4	1	0.3
CC(C)NC(=O)CN1C(=O)c2ccccc2S1(=O)=O
 : 2.5	-4	-16	0	6	-17	-7	3.6	-1.1	0	-1.2
CCOC(=O)C(=O)c1c(-c2ccccc2)nc2ccccn12
 : 3.2	-7	-15	-1	5	-1	-1	2.9	1.1	4	-0.5
COc1cccc(N2CC(C(=O)OC(C)C(=O)c3ccccc3)CC2=O)c1 (stereo unspecified)
 : -0.2	3	4	-1	-2	162	-7	0.5	1.4	-3	-16

Other structures.
Value order – Ecoli viability	PKA-R2B activ	HTR5A inv ag	DAGLB inh	HTR5A ag ctr	SUMO Mot1 rescue	PKA-R1A activ	phage Ecoli inh	AddAB inh	Tat transport	CDK5 inh
O=C(Nc1cccc(-n2cccn2)c1)C1CCCN(Cc2cccc(F)c2F)C1 (stereo unspecified)
 : 2.7	-8	2	-3	-2	13	-4	-0.1	3.0	16	-11
O=C(CCc1ccc(S(=O)(=O)NCc2ccccc2)cc1)NCc1ccco1
 : -0.7	-4	-4	1	0	-11	-5	4.7	4.0	-5	2.5
CN(C)C(=O)c1ccc(=O)n(Cc2ccc(Cl)cc2Cl)c1
 : -0.1	6	10	-1	-3	12	-1	-0.9	-0.5	2	0.3
FC(F)(F)c1cccc(NC(=S)N2CCCCCC2)c1
 : 1.6	10	-38	-4	8	x	11	3.8	0.5	-2	-4.2
COc1ccc(CN=C(NS(=O)(=O)c2cccs2)SC)cc1
 : -1.8	-4	19	-1	0	-14	-9	-0.3	2.4	5	0.2
O=C(Cc1ccccc1[N+](=O)[O-])NCc1ccc(Cl)cc1
 : 0.1	6	5	-5	-3	x	-6	5.0	-0.1	2	-0.6
Cc1ccc(-c2nc(C3CCCN(S(=O)(=O)c4ccc(C)cc4)C3)no2)cc1 (stereo unspecified)
 : -2.2	-6	-21	-13	7	-6	-5	2.2	1.6	3	2.2
Cc1ccnc(NC(=O)Nc2cccc(F)c2)c1
 : -2.0	-1	-3	3	1	12	-6	5.1	-2.6	1	-0.1
O=C(O)C1(c2ccccc2)CCN(S(=O)(=O)c2ccc(Cl)s2)CC1
 : -1.7	7	-8	4	3	176	3	0.5	-1.2	-7	0.6
CCC(C)(C(=O)NC1CCCC1)N(C(C)=O)c1ccc(C)cc1 (stereo unspecified)
 : 0.9	10	-13	-2	-1	-10	3	-1.4	0.3	0	0.1
Nc1c(C(=O)NCc2ccco2)nnn1Cc1ccccc1
 : -1.4	-5	-6	1	3	-5	-2	2.0	-0.7	1	-1.1
CCOC(=O)C1=C(CS(=O)(=O)c2ccccc2)NC(=O)NC1c1ccccc1OCC (stereo unspecified)
 : 1.7	2	-15	3	6	-1	-5	3.1	3.5	-3	-0.1
O=S(=O)(NCCCN1CCOCC1)c1ccc(Cl)cc1
 : 1.6	10	-10	1	3	52	1	0.8	2.2	-5	-1.2
CCOC(=O)N1CCC2(CC1)C(C#N)=C(N)OC1=C2C(=O)CC(C)(C)C1
 : 1.1	5	-30	4	-2	6	5	2.4	0.2	-9	0.0
CCN(CC)c1ccc(NC(=O)COc2ccc(-n3cnnn3)cc2)cc1
 : 0.5	5	-3	1	1	5	-4	1.1	-2.8	8	1.9
Cc1ccc(CNC(=O)C(OC(=O)c2cccs2)C(C)C)cc1 (stereo unspecified)
 : -0.6	10	-10	-4	4	50	-13	-1.9	-0.2	5	-0.2
Brc1ccc(CSc2nccn2-c2ccccc2)cc1
 : 2.7	4	-20	-8	8	14	-12	0.8	2.8	4	-0.4
Cc1ccc(NC(=O)CN2CCN(Cc3ccccc3)CC2)cc1Cl
 : -1.7	-3	-2	-2	-3	-4	-7	1.2	0.4	-3	-1.7
COc1ccc(NC(=O)CSc2nnc(CNC(=O)c3ccco3)n2-c2ccccc2OC)cc1
 : 1.4	-7	-10	1	1	-7	-8	2.9	2.6	27	-4.4
CCc1ccc(NC(=O)N(CCOC)C2CCN(C(C)=O)CC2)cc1
 : -0.3	-3	-19	0	2	-4	-6	4.0	-0.4	2	0.7
CCOC(=O)C1=C(c2ccccc2)N=c2s/c(=C\c3ccc(O)cc3)c(=O)n2C1c1cccs1 (stereo unspecified)
 : -2.1	-1	5	-3	0	-11	8	3.9	0.4	-12	-0.8
O=C(CN1CCCC(O)C1)N1c2ccccc2Sc2ccc(C(F)(F)F)cc21 (stereo unspecified)
 : -1.6	-7	12	-1	1	-3	-5	-1.2	1.1	-1	-0.1
COC1=C(N)C(=O)c2nc(C)ccc2C1=O
 : x	11	-10	-6	3	x	2	-1.0	x	-4	1.3
O=C(c1cccn2c(=O)c3cc(Br)ccc3nc12)N1CCN(c2ccccn2)CC1
 : 2.3	-3	-28	-3	5	10	-1	1.9	2.5	15	1.1
Cc1ccc(CNC(=O)CCS(=O)(=O)c2ccc(Cl)cc2)cc1
 : -0.9	-16	-3	-2	5	-4	-12	3.8	2.4	-1	-7.2
Cc1cc(C)n(C(=O)CSc2nc3ccccc3o2)n1
 : -2.2	-4	-41	1	3	18	-2	2.4	-0.9	-7	2.0
Cc1cc(C)n(-c2ccc(C(=O)N3CCN(S(=O)(=O)c4ccc(Cl)cc4)CC3)cc2)n1
 : 1.6	0	9	-1	-4	0	-7	0.9	1.2	4	-0.8
